NOTCH ag: activates NOTCH signaling in reporter cells. NOTCH signaling luciferase reporter cells, luminescence. activation, % at 2.5 µM. 15,000 tested, 0.4% active; in the data active = activation above about 2.2%
S1P1 agonist: activates the human S1P1 receptor; P21453; S1P1 agonist cell-based reporter assay; activation, % at 4.5 µM; 16,000 tested, 1.5% active; in the data active = activation above about 80%
Target sequence (P21453 whole entry, looked up): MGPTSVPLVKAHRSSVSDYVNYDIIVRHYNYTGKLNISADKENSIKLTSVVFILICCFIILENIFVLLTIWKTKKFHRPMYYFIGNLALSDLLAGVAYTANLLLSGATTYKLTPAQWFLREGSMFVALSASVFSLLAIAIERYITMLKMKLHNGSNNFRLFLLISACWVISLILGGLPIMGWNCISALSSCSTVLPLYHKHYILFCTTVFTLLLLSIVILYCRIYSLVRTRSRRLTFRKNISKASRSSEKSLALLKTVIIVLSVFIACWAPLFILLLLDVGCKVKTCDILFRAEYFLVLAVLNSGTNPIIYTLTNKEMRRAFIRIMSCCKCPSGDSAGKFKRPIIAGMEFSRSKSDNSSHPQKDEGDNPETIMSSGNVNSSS
rat GALR2 ag: agonists of rat galanin receptor 2 (GALR2) | O08726 | cell-based GALR2 agonist screen | activation, % at 10 µM | 16,000 tested, 0.5% active; in the data active = activation above about 15%
OPRK1 antag MB: antagonists of human kappa opioid receptor OPRK1, Maybridge library. OPRK1 cells, antagonist mode, fluorescence readout. inhibition, % at 9 µM. 16,000 tested, 0.4% active. AID 652031; in the data active = inhibition above about 50%
PME-1 Maybridge: inhibitors of human PME-1 in Maybridge library. Q9Y570. recombinant PME-1, FP-Rh probe fluorescence polarization. inhibition, % at 9 µM. 16,000 tested, 0.5% active; in the data active = inhibition above about 30%
TLR4-MyD88 inh: blocks binding of human TLR4 to MyD88 | O00206 | Cell-based TLR4-MyD88 binding inhibition assay | inhibition, % at 10 µM | 16,000 tested, 0.06% active | AID 811; in the data active = inhibition above about 45%
Nox1 inhibitor: blocks human NADPH oxidase 1 activity; HT29 cells, luminol chemiluminescence ROS; inhibition, % at 6.7 µM; AID 1792; 16,000 tested, 0.81% active; Q9Y5S8
Target sequence (Q9Y5S8 whole entry, looked up): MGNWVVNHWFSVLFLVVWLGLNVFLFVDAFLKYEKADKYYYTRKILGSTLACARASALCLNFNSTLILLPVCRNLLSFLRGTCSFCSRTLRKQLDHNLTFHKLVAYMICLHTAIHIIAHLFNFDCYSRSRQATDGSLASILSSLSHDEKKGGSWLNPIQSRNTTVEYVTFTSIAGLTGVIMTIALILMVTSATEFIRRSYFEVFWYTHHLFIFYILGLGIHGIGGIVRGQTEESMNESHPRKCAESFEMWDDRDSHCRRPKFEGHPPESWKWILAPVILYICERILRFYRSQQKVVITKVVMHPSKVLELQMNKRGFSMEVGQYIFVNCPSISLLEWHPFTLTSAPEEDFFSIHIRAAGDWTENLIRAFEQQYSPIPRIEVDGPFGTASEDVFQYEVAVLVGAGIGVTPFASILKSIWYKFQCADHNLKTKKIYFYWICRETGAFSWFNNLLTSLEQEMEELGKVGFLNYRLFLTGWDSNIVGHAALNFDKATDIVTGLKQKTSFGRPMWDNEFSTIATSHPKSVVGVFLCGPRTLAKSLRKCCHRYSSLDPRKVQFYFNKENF
Luminol counter: luminol signal inhibition, Nox1 inhibitor counter-screen. HRP/luminol/H2O2 chemiluminescence counterscreen. inhibition, % at 6.7 µM. 16,000 tested, 0.4% active; note: reference of the scale not given here
Active calls of the source: *. Cut-off read from the data, not from the text of the source, unless noted: active = inhibition above about 75%; inactive = the rest. Not a hit list (roughly 4.4% active in at least one column).

For CCC(C)(C)C1CCc2c(sc(NC(=O)c3ccccc3C(=O)O)c2C#N)C1 (stereo unspecified) the results were NOTCH ag 0.7, S1P1 agonist 1, rat GALR2 ag -4, OPRK1 antag MB 30, PME-1 Maybridge 33*, TLR4-MyD88 inh -27, Nox1 inhibitor 39 and Luminol counter 2.
Screening CC(C)(C)S(=O)(=O)C/C(N)=N/OS(=O)(=O)c1ccc(F)cc1F returned S1P1 agonist -13, rat GALR2 ag -4, OPRK1 antag MB -4, PME-1 Maybridge 3, TLR4-MyD88 inh -1, Nox1 inhibitor -10 and Luminol counter 0.
Screening NC(=Nc1csc(C(F)(F)F)c1-c1ccccc1)N1CCCCC1 returned NOTCH ag -0.8, S1P1 agonist -2, rat GALR2 ag -3, OPRK1 antag MB -3, PME-1 Maybridge 3, TLR4-MyD88 inh -2, Nox1 inhibitor -11 and Luminol counter -5.
For N#Cc1cccc(NCCN2CCNC2=O)n1 the results were NOTCH ag -0.1, S1P1 agonist -5, rat GALR2 ag 47*, OPRK1 antag MB 14, PME-1 Maybridge 7, TLR4-MyD88 inh -3, Nox1 inhibitor 26 and Luminol counter -6.
CSc1cccc(NC(=O)CN2CCCCC2)c1 was read as NOTCH ag 0.2, S1P1 agonist -9, rat GALR2 ag 0, OPRK1 antag MB 10, PME-1 Maybridge 4, TLR4-MyD88 inh 3, Nox1 inhibitor -20 and Luminol counter -5.
Screening Cc1cc(C)cc(N2CC(C(=O)O)CC2=O)c1 (stereo unspecified) returned NOTCH ag 0.1, S1P1 agonist 6, rat GALR2 ag -3, OPRK1 antag MB 13, PME-1 Maybridge -1, TLR4-MyD88 inh 7, Nox1 inhibitor -26 and Luminol counter -3.
For COc1ccc(NC(=O)NC(=O)C(C)c2ccc(CC(C)C)cc2)cc1 (stereo unspecified) the results were NOTCH ag -5.9, S1P1 agonist 1, rat GALR2 ag -4, OPRK1 antag MB -3, PME-1 Maybridge 1, TLR4-MyD88 inh 6, Nox1 inhibitor -78 and Luminol counter -5.
`CCOC(=O)c1nnn2c1nc(N(CC)CC)c1ccccc12` gave NOTCH ag -0.6, S1P1 agonist -6, rat GALR2 ag -5, OPRK1 antag MB -4, PME-1 Maybridge 3, TLR4-MyD88 inh 5, Nox1 inhibitor -56 and Luminol counter 2.
`CSc1ccc(NC(=S)Nc2ccccc2C)cc1` gave NOTCH ag -0.5, S1P1 agonist 1, rat GALR2 ag -3, OPRK1 antag MB -8, PME-1 Maybridge 1, Nox1 inhibitor 4 and Luminol counter -18.
Screening Cc1nc2ccc(NC(=O)c3ccccc3C(F)(F)F)cc2o1 returned NOTCH ag -0.6, S1P1 agonist 16, rat GALR2 ag -2, OPRK1 antag MB 17, PME-1 Maybridge 5, TLR4-MyD88 inh 7, Nox1 inhibitor 31 and Luminol counter -4.
`Cc1ccc(N2C(=O)CC(Sc3ccccc3C(=O)O)C2=O)cc1Cl` (stereo unspecified) gave NOTCH ag -0.4, S1P1 agonist 2, rat GALR2 ag -5, OPRK1 antag MB 10, PME-1 Maybridge 15, TLR4-MyD88 inh 9, Nox1 inhibitor -30 and Luminol counter -3.
For O=C1CSCC(=O)N1Cc1ccncc1 the results were NOTCH ag -0.1, S1P1 agonist -6, rat GALR2 ag -6, OPRK1 antag MB 3, PME-1 Maybridge -3, TLR4-MyD88 inh -2, Nox1 inhibitor -21 and Luminol counter 2.
`CC(C)(C(=O)Oc1ccccc1)S(=O)(=O)c1ccc(C(F)(F)F)cn1` gave NOTCH ag -0.1, S1P1 agonist -10, rat GALR2 ag -7, OPRK1 antag MB -14, PME-1 Maybridge 5, TLR4-MyD88 inh 4, Nox1 inhibitor -4 and Luminol counter -9.
`CC1Sc2ccc(Cl)cc2-c2nc(-n3cccc3)ncc21` (stereo unspecified) gave NOTCH ag -0.4, S1P1 agonist 7, rat GALR2 ag -8, OPRK1 antag MB 10, PME-1 Maybridge 9, TLR4-MyD88 inh -10, Nox1 inhibitor -49 and Luminol counter 4.
Screening CCOC(=O)c1oc2cc(C)cc(C)c2c1C returned NOTCH ag -0.5, S1P1 agonist -8, rat GALR2 ag -1, OPRK1 antag MB 1, PME-1 Maybridge 0, TLR4-MyD88 inh 3, Nox1 inhibitor -54 and Luminol counter 0.
Screening C(=N\Nc1nc2ccccc2s1)/c1ccco1 returned NOTCH ag -0.1, S1P1 agonist 10, rat GALR2 ag -2, OPRK1 antag MB 3, PME-1 Maybridge 12, TLR4-MyD88 inh 5, Nox1 inhibitor 65 and Luminol counter -6.
COC(=O)C1=C(O)C2(C(=O)O)CC(C(=O)OC)=C(O)C(C(=O)O)(C1)C2 was read as S1P1 agonist -16, rat GALR2 ag -8, OPRK1 antag MB -2, PME-1 Maybridge 2, TLR4-MyD88 inh 3, Nox1 inhibitor -38 and Luminol counter 15.
`CCOC(=O)C(NC(=O)c1cccnc1)(Nc1ccccc1)C(F)(F)F` (stereo unspecified) gave NOTCH ag 0.1, S1P1 agonist 9, rat GALR2 ag -5, OPRK1 antag MB 9, PME-1 Maybridge 4, TLR4-MyD88 inh -6, Nox1 inhibitor -17 and Luminol counter -3.
`S=C(NCc1csc2ccccc12)Nc1ccc2c(c1)OCO2` gave NOTCH ag -0.2, S1P1 agonist 10, rat GALR2 ag -8, OPRK1 antag MB -2, PME-1 Maybridge 8, TLR4-MyD88 inh -10, Nox1 inhibitor 19 and Luminol counter 3.
`CSc1n[nH]c(=O)n1-c1cccc(C(F)(F)F)c1` gave NOTCH ag -0.4, S1P1 agonist 1, rat GALR2 ag -8, OPRK1 antag MB 8, PME-1 Maybridge -2, TLR4-MyD88 inh -9, Nox1 inhibitor -36 and Luminol counter 2.
Screening O=C1C=C(NNc2ccccc2)CCC1 returned NOTCH ag -0.5, S1P1 agonist 70, rat GALR2 ag -7, OPRK1 antag MB -30, PME-1 Maybridge 8, TLR4-MyD88 inh 7, Nox1 inhibitor -10 and Luminol counter 3.
`O=S(=O)(Nc1ccc(Cl)cc1)c1ccc(-c2cc(C(F)(F)F)on2)s1` gave NOTCH ag -0.2, S1P1 agonist 25, rat GALR2 ag -1, OPRK1 antag MB 4, PME-1 Maybridge 14, TLR4-MyD88 inh -4, Nox1 inhibitor -6 and Luminol counter 1.
`OCc1ccc(-c2cc(C(F)(F)F)cc(C(F)(F)F)c2)o1` gave NOTCH ag -0.1, S1P1 agonist -11, rat GALR2 ag -7, OPRK1 antag MB -18, PME-1 Maybridge 9, TLR4-MyD88 inh 3, Nox1 inhibitor -5 and Luminol counter -3.
O/N=C/c1c(-c2ccccc2Cl)[nH]c2ccccc12 was read as NOTCH ag -0.5, S1P1 agonist 7, rat GALR2 ag -8, OPRK1 antag MB 8, PME-1 Maybridge 5, TLR4-MyD88 inh 3, Nox1 inhibitor -4 and Luminol counter 6.
For O=S(=O)(NCc1ccc2c(c1)OCO2)c1cccc2nonc12 the results were NOTCH ag -0.2, S1P1 agonist 20, rat GALR2 ag -5, OPRK1 antag MB -13, PME-1 Maybridge 1, TLR4-MyD88 inh -2, Nox1 inhibitor -65 and Luminol counter 2.
For O=C(O)CCCc1nc(-c2ccccn2)no1 the results were NOTCH ag 0.1, S1P1 agonist -1, rat GALR2 ag -2, OPRK1 antag MB -2, PME-1 Maybridge -1, TLR4-MyD88 inh -4, Nox1 inhibitor -68 and Luminol counter 2.
`N[C@@H](Cc1ccc(OC(F)(F)F)cc1)C(=O)O` gave NOTCH ag -0.5, S1P1 agonist -1, rat GALR2 ag -7, OPRK1 antag MB 3, PME-1 Maybridge -4, TLR4-MyD88 inh 10, Nox1 inhibitor -9 and Luminol counter 2.
`Cc1[nH]c(=O)c(-c2ccccc2)c(O)c1C#N` gave NOTCH ag -0.6, S1P1 agonist 1, rat GALR2 ag -5, OPRK1 antag MB 11, PME-1 Maybridge 0, TLR4-MyD88 inh -8, Nox1 inhibitor 4 and Luminol counter -1.
For O=C1c2ccccc2C(=O)N1CN1CCN(C(c2ccccc2)c2ccccc2)CC1 the results were NOTCH ag -0.2, S1P1 agonist 2, rat GALR2 ag -4, OPRK1 antag MB 16, PME-1 Maybridge 3, TLR4-MyD88 inh 7, Nox1 inhibitor -53 and Luminol counter -2.
For Fc1cccc(Cl)c1CSC(=S)N1CCSCC1 the results were NOTCH ag -0.7, S1P1 agonist 24, rat GALR2 ag -6, OPRK1 antag MB 21, PME-1 Maybridge -2, TLR4-MyD88 inh 16, Nox1 inhibitor -96 and Luminol counter 2.
O=C1CC(c2ccccc2)CC(O)=C1C=Nc1cc(C(F)(F)F)cc(C(F)(F)F)c1 (stereo unspecified) was read as NOTCH ag -0.1, S1P1 agonist -2, rat GALR2 ag -2, OPRK1 antag MB -9, PME-1 Maybridge 3, TLR4-MyD88 inh -10, Nox1 inhibitor -56 and Luminol counter 5.
For COc1ccc(OC(=O)c2ccc(-c3ccccn3)s2)cc1 the results were NOTCH ag -1.1, S1P1 agonist -2, rat GALR2 ag -7, OPRK1 antag MB -8, PME-1 Maybridge -5, TLR4-MyD88 inh -7, Nox1 inhibitor 1 and Luminol counter 3.
`Nc1cc(C(F)(F)F)ccc1Oc1ccc(Cl)cc1Cl` gave NOTCH ag 0.2, S1P1 agonist -2, rat GALR2 ag -9, OPRK1 antag MB -10, PME-1 Maybridge 28, TLR4-MyD88 inh 5, Nox1 inhibitor -25 and Luminol counter 1.
Screening O=C(O)Cc1csc(NC(=O)CSc2nnnn2-c2ccc(O)cc2)n1 returned NOTCH ag 0.0, S1P1 agonist 0, rat GALR2 ag -6, OPRK1 antag MB -1, PME-1 Maybridge 1, TLR4-MyD88 inh -3, Nox1 inhibitor -17 and Luminol counter -2.
C=CCN(C(=O)c1cccc(Cl)c1)c1ccccc1C(=O)NCC(=O)OCC was read as NOTCH ag 0.8, S1P1 agonist -12, rat GALR2 ag -3, OPRK1 antag MB -26, PME-1 Maybridge -3, TLR4-MyD88 inh 0, Nox1 inhibitor -53 and Luminol counter 4.
For O=C(c1ccccc1)N1CCN(c2ccnc3cc(Cl)ccc23)CC1 the results were NOTCH ag -0.4, S1P1 agonist 18, rat GALR2 ag -5, OPRK1 antag MB -11, PME-1 Maybridge 1, TLR4-MyD88 inh -2, Nox1 inhibitor 1 and Luminol counter -3.
`O=C(CN1CCOCC1)Nc1cccc2cccnc12` gave NOTCH ag 0.8, S1P1 agonist 13, rat GALR2 ag -3, OPRK1 antag MB -1, PME-1 Maybridge 5, TLR4-MyD88 inh 8, Nox1 inhibitor 8 and Luminol counter -5.
Cc1cc2nnc(-c3ccc(C(F)(F)F)cc3)n2[nH]1 was read as NOTCH ag 0.6, S1P1 agonist 9, rat GALR2 ag -6, OPRK1 antag MB 2, PME-1 Maybridge 9, TLR4-MyD88 inh -7, Nox1 inhibitor 7 and Luminol counter 5.

Of the compounds above, 5 contain a thiophene ring, fused or not:
For CCC(C)(C)C1CCc2c(sc(NC(=O)c3ccccc3C(=O)O)c2C#N)C1 (stereo unspecified) the results were NOTCH ag 0.7, S1P1 agonist 1, rat GALR2 ag -4, OPRK1 antag MB 30, PME-1 Maybridge 33*, TLR4-MyD88 inh -27, Nox1 inhibitor 39 and Luminol counter 2.
Screening NC(=Nc1csc(C(F)(F)F)c1-c1ccccc1)N1CCCCC1 returned NOTCH ag -0.8, S1P1 agonist -2, rat GALR2 ag -3, OPRK1 antag MB -3, PME-1 Maybridge 3, TLR4-MyD88 inh -2, Nox1 inhibitor -11 and Luminol counter -5.
`S=C(NCc1csc2ccccc12)Nc1ccc2c(c1)OCO2` gave NOTCH ag -0.2, S1P1 agonist 10, rat GALR2 ag -8, OPRK1 antag MB -2, PME-1 Maybridge 8, TLR4-MyD88 inh -10, Nox1 inhibitor 19 and Luminol counter 3.
`O=S(=O)(Nc1ccc(Cl)cc1)c1ccc(-c2cc(C(F)(F)F)on2)s1` gave NOTCH ag -0.2, S1P1 agonist 25, rat GALR2 ag -1, OPRK1 antag MB 4, PME-1 Maybridge 14, TLR4-MyD88 inh -4, Nox1 inhibitor -6 and Luminol counter 1.
For COc1ccc(OC(=O)c2ccc(-c3ccccn3)s2)cc1 the results were NOTCH ag -1.1, S1P1 agonist -2, rat GALR2 ag -7, OPRK1 antag MB -8, PME-1 Maybridge -5, TLR4-MyD88 inh -7, Nox1 inhibitor 1 and Luminol counter 3.
